Source: PubChem (National Center for Advancing Translational Sciences (NCATS))
Integrin act MD – activators of alpha7 integrin expression for muscular dystrophy | alpha7betagal myoblasts, beta-gal FDG fluorescence, 48 h | Potency, µM (highest dose often 38.3 µM), for inactives: top-dose activation, most hits filed as activators | 0.064% of 350,000 active | AID 624291;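 also: potency is read from the fitted curve at half-maximal effect; 100% = response of the positive control SU9516; nearly all actives have a fitted effect of over 60% in size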
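alpha7betagal+/- myoblasts (passage 13, 250/well) treated 48 h at 37C with compounds at 1:260 dilution of DMSO stock. Lysed, then beta-galactosidase activity read as FDG fluorescence (ex 480/em 540) after 30 min, with pre-read for autofluorescence.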
p53 reactivation – re-activators of mutant p53; H1299 p53-A138V BP100-luciferase reporter, luminescence, 24 h; Potency, µM (titrated, usually from 92.2 µM), inactives show at the top dose activity change, positive = activation, actives largely listed as activators; 0.063% of 320,000 active; AID 504706; also: potency is read from the fitted curve at half-maximal effect; % of control where 0% means no effect; nearly all actives have a fitted effect of over 45% in size
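H1299 (p53-null), stable ts p53-A138V + BP100-Luc; 1000 cells/well, Opti-MEM/10% FBS; cpd 4 pt, 1:5; 24 h, 37 deg C, 5% CO2; detection reagent 10 min RT; luminescence.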
AT treatment – candidate therapy for ataxia-telangiectasia. AID 485349. […] A-T fibroblasts, KAP-1 phosphorylation AlphaLISA; neocarzinostatin DNA damage 30 min before lysis. 0.19% of 320,000 active. Potency, µM (highest dose often 57.5 µM), without a hit: at the top dose activation, usual class: activators; also: potency is read from the fitted curve at half-maximal effect; % of control where 0% means no effect; nearly all actives have a fitted effect of over 45% in size
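hTERT-immortalized A-T patient fibroblasts ([…]), 500 cells/well in OPTI-MEM, 1% FBS, got compounds for 60 min, then NCS for 30 min at 37C. Lysates were then assayed for phospho-KAP-1 by AlphaLISA (anti-pKAP1 donor, anti-KAP1 acceptor beads), 6 hr at 25C.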
CXXC DNA block – MLL CXXC-DNA interaction inhibition | Q03164 | 0.037% of 290,000 active | Potency, µM (titrated, usually from 115 µM), inactives show top-dose activity change, negative = inhibition, most hits filed as inhibitors | MLL-CXXC / FITC-HOXA9 DNA fluorescence polarization; active = well fitted inhibition curve with a large enough effect in the polarisation, with a control signal flat, not every such curve was filed as active; inconclusive = small, poorly fitted or top-dose-only effect, or effect the other way, or a change in a side signal; inactive = no such curve, though single readings can be large or run the other way; the % refers to the polarisation; also: potency is read from the fitted curve at half-maximal effect
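Steps: dispense CXXC domain solution (7 uM) → pin compounds or unlabeled HOX-A9 DNA control → 5 min ambient → add FLSN-HOX-A9 solution (50 nM) → spin → 30 min ambient → fluorescence polarization. Tris pH 7.5/NaCl/DTT/BSA buffer.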
ELG1 repair inh – ELG1-dependent DNA repair inhibition; HEK293T ELG1-luciferase reporter, luminescence, 16 h; DNA damage induced by 5-fluorouridine; 2.3% of 330,000 active; Potency, µM (doses to about 46.1 µM), inactives show top-dose activity change, negative = inhibition, actives largely listed as inhibitors; also: potency is read from the fitted curve at half-maximal effect; % is scaled to controls: 0 for no effect and ±100 for the full control effect; nearly all actives have a fitted effect of over 55% in size
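Overnight (16 hr) co-exposure of 2,000 cells/well to 5-fluorouridine and compound at 37 °C preceded detection. Luciferase was quantified via ONE-Glo luminescence; loss of signal denotes inhibition.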
TRPV1 agonist – activates the human vanilloid receptor TRPV1; Q8NER1; TRPV1-expressing cells, Fluo-8 calcium influx, agonist mode; activation, % at 8.33 µM; 0.19% of 320,000 active; in the data active = activation above about 80%; inconclusive = between about 30% and that limit; also: 0% is about no effect
Target sequence (Q8NER1 whole entry, looked up): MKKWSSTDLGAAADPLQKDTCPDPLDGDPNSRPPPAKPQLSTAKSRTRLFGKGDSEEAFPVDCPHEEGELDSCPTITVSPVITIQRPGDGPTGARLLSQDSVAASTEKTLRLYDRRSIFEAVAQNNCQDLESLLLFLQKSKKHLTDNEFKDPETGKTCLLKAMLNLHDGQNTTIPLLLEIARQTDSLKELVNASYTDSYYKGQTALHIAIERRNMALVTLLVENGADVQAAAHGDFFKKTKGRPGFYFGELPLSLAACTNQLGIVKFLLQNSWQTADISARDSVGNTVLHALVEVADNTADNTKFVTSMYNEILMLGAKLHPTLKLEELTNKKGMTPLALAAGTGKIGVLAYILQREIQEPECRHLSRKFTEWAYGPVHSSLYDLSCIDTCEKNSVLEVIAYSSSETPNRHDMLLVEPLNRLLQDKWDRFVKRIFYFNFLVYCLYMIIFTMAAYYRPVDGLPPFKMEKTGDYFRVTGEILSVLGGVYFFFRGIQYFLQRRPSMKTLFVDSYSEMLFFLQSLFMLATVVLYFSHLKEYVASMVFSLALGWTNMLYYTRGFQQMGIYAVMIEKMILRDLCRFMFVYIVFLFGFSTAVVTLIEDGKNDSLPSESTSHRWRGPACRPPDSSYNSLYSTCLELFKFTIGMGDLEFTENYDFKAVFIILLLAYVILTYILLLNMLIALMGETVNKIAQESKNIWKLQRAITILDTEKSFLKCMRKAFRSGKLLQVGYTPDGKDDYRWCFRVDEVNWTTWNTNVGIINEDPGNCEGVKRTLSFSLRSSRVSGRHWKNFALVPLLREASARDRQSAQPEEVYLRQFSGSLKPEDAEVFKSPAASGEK
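Fluo-8 calcium influx in TRPV1-expressing cells, kinetic read (ex 480/em 520 nm). Compound added and read 3 min for agonist activity, followed by capsaicin at EC20 final and 2 min further read for enhancement.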
TCR activator – T cell receptor activation | primary human leukocytes, anti-CD3, IL-2 HTRF, 48 h | Potency, µM (series often up to 9.22 µM), without a hit: top-dose activation of IL-2 secretion, actives largely listed as activators | 330,000 tested, under 10 active | AID 504894; also: % of control where 0% means no effect
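IL-2 produced over 48 hr by a-CD3 bead-stimulated primary human leukocytes exposed to compounds was detected with a homogeneous time-resolved FRET immunoassay, 665nm acceptor signal after 320nm excitation.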
BRCA1 expr act – increases BRCA1 expression; MCF7-BRCA1-FFLuc reporter, luminescence, 48 h; response scale: scaled: vehicle 0%, 10 µM genistein 100%; Potency, µM (highest dose often 46.1 µM), without a hit: top-dose activation, hits mostly activators; 1.1% of 380,000 active; also: potency is read from the fitted curve at half-maximal effect; nearly all actives have a fitted effect of over 80% in size; some results filed as inactive show a strong effect at the top dose
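Luminescence from a BRCA1-driven firefly luciferase in MCF7 cells was the read-out, taken 15 min after substrate addition following 48 h compound exposure at 37 °C. Data were normalized to a 10 microM genistein control and DMSO vehicle.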
B2AR arrestin – agonists driving beta-arrestin recruitment to human beta2-adrenergic receptor. beta-arrestin recruitment to beta2AR, cell-based reporter. AID 492947. 0.02% of 330,000 active. Potency, µM (highest dose often 46.1 µM), for the others: at the top dose activation, most hits filed as activators. P07550;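 also: potency is read from the fitted curve at half-maximal effect; 0% = DMSO controls and full agonism = EC100 isoproterenol or metaproterenol; nearly all actives have a fitted effect of over 65% in size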
TSG101-PTAP inh – blocks PTAP/TSG101 interaction to inhibit HIV-1 budding. Q99816. Fluorescence polarization, FITC-PTAP peptide / Tsg101 binding. Potency, µM (doses to about 115 µM), for inactives: at the highest dose activity change, negative = inhibition, most hits filed as inhibitors. 340,000 tested, under 10 active; active = well fitted inhibition curve with a large enough effect in the main read-out, with a control signal flat, not every such curve was filed as active; inconclusive = small, poorly fitted or top-dose-only effect, or effect the other way, or a change in a side signal; inactive = no such curve, though single readings can be large or run the other way; also: potency is read from the fitted curve at half-maximal effect; % of control where 0% means no effect
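Fluorescence anisotropy tracks displacement of a FITC-tagged PTAP peptide (50 nM) from the Tsg101 binding domain (10 uM), following a 20 min room-temperature incubation at pH 7.5.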
* = called active by the depositor; u = inconclusive; x = not tested or not shown; [ ] = dose if it differs, or a comment. Unless noted, calls follow the shape of the dose curve; as a rule, active = well fitted curve in the direction sought with a large enough effect; inconclusive = small, poorly fitted or top-dose-only effect, or another doubt; inactive = no such curve, though single readings can be large; an effect the other way counts as inactive or inconclusive.

SMILES	Integrin act MD	p53 reactivation	AT treatment	CXXC DNA block	ELG1 repair inh	TRPV1 agonist	TCR activator	BRCA1 expr act	B2AR arrestin	TSG101-PTAP inh
COc1ccc(-n2c(SCCC(=O)O)nnc2-c2ccncc2)cc1	22%	3%	4%	4%	2%	-5	4%	-1%	-0.1%	-6%
COc1ccc2c(c1)c(=O)oc1cc(OCC(=O)NC3CC3)ccc12	23%	-4%	4%	8%	4%	0	-13%	-17%	-0.3%	-8%
NS(=O)(=O)c1ccc(NC=C2C(=O)OC3(CCCCC3)OC2=O)cc1	5%	-3%	x	-3%	0%	-5	-1%	22%	-4.2%	-1%
NCCN1CCN2C(=O)CN(C(=O)c3ccccc3)CC12 (stereo not given)	13%	-2%	-5%	x	13%	x	3%	6%	0.1%	0%
Cc1cc(CNC(=O)COc2ccc(F)cc2)c2ccccc2n1	10%	-3%	2%	-1%	u	0	-8%	-5%	0.1%	-2%
O=C(NCCN1CCN(c2ccccc2)CC1)c1ccc2c(c1)[nH]c(=S)n1c3ccccc3nc21	3%	-4%	-3%	3%	-17%	5	-35%	-29%	0.2%	-1%
N/C(=N\OC(=O)c1ccc(Br)cc1)c1ccccc1	12%[7.66 µM]	u	8%	-10%	u	21	x	53%	-0.1%	-5%
Cn1c(=O)c2c(nc(CN3CCN(C(c4ccccc4)c4ccccc4)CC3)n2CCCO)n(C)c1=O	u	-2%	0%	34%[activator]	u	-2	-7%	-12%	-0.2%	-1%
Cc1ccc(-n2nc(C)c(NS(=O)(=O)c3ccccc3)c2C)cc1C	9%	-2%	2%	7%	-8%	3	2%	5%	0.0%	-8%
Cc1ccc(S(=O)(=O)/N=C2/NC(=O)/C(=C\c3ccccc3)S2)cc1	-49%[inhibitor]	4%	-6%	x	u	x	-3%	-25%	-0.6%	-7%
Cc1ccc(NC(=O)[C@@H]2CCC(=O)N2C2OC(=O)c3ccccc32)cc1Cl (stereo not given in full)	1%	9%	-16%	-3%	-30%	-4	-2%	u	-0.7%	-2%
CCOc1ccc(S(=O)(=O)N2CCC(C(=O)N3CCN(c4ccccc4)CC3)CC2)cc1	-1%	13%	7%	-5%	10%	3	12%	7%	0.3%	-2%

3 of the compounds above, as a markdown table.
| structure | Integrin act MD | p53 reactivation | AT treatment | CXXC DNA block | ELG1 repair inh | TRPV1 agonist | TCR activator | BRCA1 expr act | B2AR arrestin | TSG101-PTAP inh |
| --- | --- | --- | --- | --- | --- | --- | --- | --- | --- | --- |
| COc1ccc2c(c1)c(=O)oc1cc(OCC(=O)NC3CC3)ccc12 | 23% | -4% | 4% | 8% | 4% | 0 | -13% | -17% | -0.3% | -8% |
| NS(=O)(=O)c1ccc(NC=C2C(=O)OC3(CCCCC3)OC2=O)cc1 | 5% | -3% | x | -3% | 0% | -5 | -1% | 22% | -4.2% | -1% |
| NCCN1CCN2C(=O)CN(C(=O)c3ccccc3)CC12 (stereo not given) | 13% | -2% | -5% | x | 13% | x | 3% | 6% | 0.1% | 0% |

Continued:
SMILES	Integrin act MD	p53 reactivation	AT treatment	CXXC DNA block	ELG1 repair inh	TRPV1 agonist	TCR activator	BRCA1 expr act	B2AR arrestin	TSG101-PTAP inh
O=[N+]([O-])c1cc(C(F)(F)F)ccc1NCCCCNS(=O)(=O)c1ccc2ccccc2c1	-61%[inhibitor]	-2%	-3%	-12%	2%	-3	2%	-22%	-0.5%	-11%
C=CCC(=O)NC1CC(C)(C)Cc2c1cnn2-c1ccccc1C (stereo not given)	-7%	x	-1%	1%	-1%	16	x	-2%	-0.1%	2%
CC(=O)N1CC(C)Sc2ccc(S(=O)(=O)NC3CCCCC3)cc21 (stereo not given)	-4%	-4%	-5%	17%	-16%	u	1%	0%	0.1%	-11%
CCn1c(=O)c(C(=O)Nc2cnccn2)c(O)c2ccccc21	x	5%	9%	-5%	2%	5	x	x	3.1%	x
O=C(O)c1cccc(Oc2ncnc3sc4c(c23)CCCC4)c1	0%	13%	-8%	-5%	-9%	1	-1%	-18%	0.3%	0%
Cc1ccc2nc(SCC(=O)NCc3ccco3)nc(=O)n2c1	3%	3%	-24%	x	20%	-4	1%	-10%	0.1%	-2%
CCN1CCN(c2ccc(S(=O)(=O)N3CCCCC3)cc2NC(=O)/C=C/c2ccc(OC(F)F)cc2)CC1	-58%[inhibitor]	27%	3%	x	2%	10	-1%	-87%[inhibitor]	-0.3%	-6%
Cn1c(C(=O)NCCCN2CCCCCC2)cc2c(=O)n(C)c3ccccc3c21	8%	-8%	5%	13%	u	0	-5%	0%	-0.2%	1%
COc1cccc([C@@H]2CC=C(C(=O)O)CN2S(=O)(=O)c2ccc(C)cc2)c1	-4%	4%	14%	x	26%	-2	0%	11%	0.0%	1%
O=C(/C=C/c1c(F)cccc1Cl)Nc1nn[nH]n1	6%	0%	-2%	25%	5%	0	-3%	-11%	0.1%	-1%
Cc1onc(-c2c(F)cccc2Cl)c1C(=O)N1CCc2ccccc21	-5%	-2%	12%	3%	-12%	u	2%	-21%	0.3%	-6%
CCC(C)NC(=O)CC(C)C (stereo not given)	42%	5%	2%	-5%	-4%	7	2%	-15%	0.5%	-4%
COc1ccc(CNC(=O)N[C@@H](CC(C)C)C(=O)O)cc1OC	-2%	-3%	u	-2%	5%	2	-1%	3%	-0.1%	-6%
CCN(CC)S(=O)(=O)c1ccc(N2CCOCC2)c(NC(=O)COc2ccccc2C#N)c1	23%	-3%	3%	1%	9.2µM*	-8	-2%	-8%	-0.7%	-1%
CCOC(=O)c1ccc(NC(=S)NCCc2ccccc2)cc1	13%	7%	-3%	-3%	3%	28	9%	-39%	0.0%	-4%
Cc1ccc(NC(=O)CCNC(=O)c2ccccc2)cc1F	u	3%	7%	2%	-6%	-4	8%	0%	0.7%	-3%
O=C(NCCc1ccccc1)C(=O)Nc1nccs1	16%	u	3%	1%	u	-2	-3%[46.1 µM]	-15%	-1.2%	-11%
Cc1ccc(/C=N/Nc2nc(N3CCOCC3)nc(N3CCOCC3)n2)o1	4%	-4%	-3%	u	u	18	2%	4%	2.9%	-2%
COc1ccc(NC(=O)COC(=O)c2ccc3ccccc3n2)cc1OC	6%	1%	6%	x	u	x	2%	-8%	-0.5%	0%
O=C(c1ccc(N2CCCC2)c([N+](=O)[O-])c1)N1CCN(CCO)CC1	-4%	-6%	-2%	14%	14%	-1	0%	6%	-0.7%	-8%
Cc1cc(C(=O)CN2C(=O)NC3(CCCCC3)C2=O)c(C)n1Cc1ccco1	23%	6%	-7%	-2%	u	6	-3%	u	0.1%	-5%
COc1cc(OC)c(C2C(C(=O)Nc3ccc(C)cc3C)=C(C)Nc3ncnn32)cc1OC (stereo not given)	21%	-4%	4%	0%	-1%	-1	1%	2%	-0.3%	0%
CCC(C)(C)NC(=O)C(c1cccs1)N(C(=O)c1ccn[nH]1)c1cccc(OC)c1 (stereo not given)	-15%	-1%	5%	3%	-6%	2	6%	-34%	0.0%	-1%
COc1ccc(CNS(=O)(=O)c2cc(OCC(N)=O)c(C)cc2Cl)cc1	18%	-6%	1%	5%	-2%	3	-5%	-3%	0.4%	-8%
COc1cc(NCCCCCCCN)c2ncccc2c1	-4%	-25%	13%	-14%	-14%	2	0%[46.1 µM]	-83%	0.0%	-5%
Cc1[nH]nc2c1C(c1ccsc1)C(C#N)=C(N)O2 (stereo not given)	-12%	3%	6%	1%	u	0	0%	42%	-0.1%	-1%
Cc1cccc(C(=O)NC(C)C(c2cccs2)N2CCOCC2)c1 (stereo not given)	1%	-2%	-2%	-8%	u	-2	-3%	-30%	-0.3%	3%
COc1ccc(Nc2cc(C(=O)NCc3cccnc3)c3ccccc3n2)c(OC)c1	x	2%	-4%	-2%	-16%	23	x	x	-0.4%	x
CCOC(=O)Cn1cc(C#N)c2ccccc21	-9%	4%	1%	-3%	11%	-3	10%	-3%	-1.2%	0%
CCC(=O)NC(/C=C/c1ccccc1)c1cc([N+](=O)[O-])c2cccnc2c1O (stereo not given)	x	14%	1%	11%	-20%	0	2%[46.1 µM]	x	-0.7%	x
Cc1cc(C)cc(-n2c(SCC(=O)NCc3ccco3)nc3ccccc3c2=O)c1	-28%	-4%	-3%	9%	-10%	-2	-10%	-38%	-0.3%	-2%
O=C(Nc1cccc([N+](=O)[O-])c1)NN1CCCCCC1	-26%	x	x	x	x	x	-2%	25%	x	-5%
N#CC(c1ccccc1)N(CCCCl)C(=O)c1ccc(Br)cc1 (stereo not given)	-15%	11%	-8%	1%	6%	1	-4%[46.1 µM]	-14%	-0.9%	-1%
CCC(C)[C@H](NC(=O)N1CCC(C)CC1)C(=O)O (stereo not given in full)	-20%	-1%	-12%	13%	0%	0	-4%	0%	-0.5%	-3%
COc1cccc(CNC(=O)C2CCN(S(=O)(=O)c3ccc(Br)s3)CC2)c1	0%	1%	-6%	-4%	u	u	13%	-29%	0.5%	-9%
O=C(CCC1CCCC1)NNC(=O)COc1ccc(Br)cc1	6%	-9%	4%	x	u	x	x	1%	-0.3%	-1%
CCCC(=O)Nc1ccc(NC(=O)C23CC4CC(CC(C4)C2)C3)cn1	2%	16%	x	-2%	u	4	-18%	0%	0.0%	-3%
